# High-throughput results from PubChem.
# PGC1a acetyl inh – modulators of PGC1a acetylation. U2OS PGC1a acetylation, AlphaScreen anti-acetyl-lysine; with virally co-expressed GCN5 acetyltransferase. inhibition, % at 15.6 µM. 350,000 compounds, 0.17% hits. AID 651687;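 active means every replicate shows inhibition of at least 40%; inconclusive means mean inhibition at least 40% but some replicate below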;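 further: 0% = neutral control wells and 100% = positive control wells; some results beyond the cut were filed as inactive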
# RAD52 inh – blocks human RAD52 DNA annealing; 360,000 compounds, 0.46% hits; P43351; AID 651710; recombinant RAD52 DNA annealing, FRET fluorescence; inhibition, % at 18.7 µM;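 active means every replicate showing at least 50% inhibition; inconclusive means mean inhibition at least 50% but not in every replicate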
# Target sequence (P43351 whole entry, looked up): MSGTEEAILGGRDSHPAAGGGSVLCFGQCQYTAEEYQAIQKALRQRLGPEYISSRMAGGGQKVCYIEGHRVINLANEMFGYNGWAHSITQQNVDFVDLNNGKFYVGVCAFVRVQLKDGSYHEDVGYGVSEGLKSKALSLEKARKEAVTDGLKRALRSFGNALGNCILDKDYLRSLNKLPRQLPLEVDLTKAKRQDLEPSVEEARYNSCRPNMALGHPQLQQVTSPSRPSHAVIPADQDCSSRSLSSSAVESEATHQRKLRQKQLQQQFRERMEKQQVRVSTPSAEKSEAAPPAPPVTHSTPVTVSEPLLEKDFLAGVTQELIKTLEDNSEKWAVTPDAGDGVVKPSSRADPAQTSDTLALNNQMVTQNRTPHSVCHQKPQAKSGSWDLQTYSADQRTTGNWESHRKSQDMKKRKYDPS
# miR122 inh – inhibitors of miR-122 in Huh7 cells. activation (reporter increase), % at 12.5 µM. AID 602342. 340,000 compounds, 0.3% hits. Huh7 miR-122 Renilla luciferase sensor, 48 h; neutral wells = 0, positive control = 100;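 active means mean replicate activation score at least 90 and every replicate individually at or above 90; inconclusive means only one of the two criteria met; inactive means neither criterion met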;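 further: higher luciferase means less miR-122 activity so hits act as miR-122 inhibitors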
# ERAP1 inh – blocks human ERAP1 aminopeptidase activity; Q9NZ08; recombinant ERAP1, Leu-AMC fluorescence, 60 min; inhibition, % at 10.7 µM; 340,000 compounds, 0.15% hits;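 active means mean replicate inhibition of at least 30%, or all replicates individually reaching that 30% level; inactive means mean below 30% and not every replicate reaching it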;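 further: 0% = neutral control wells and 100% = L-leucinethiol positive control wells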
# Cneo AK release – causes C. neoformans cell lysis; adenylate kinase release luminescence, 4 h; normalised: neutral wells 0, clomiphene wells 100; 360,000 compounds, 0.2% hits; lysis activity, % at 15 µM;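 active means mean lysis activity across replicates of at least 80%, whatever share of replicates individually reach that level; inactive means mean lysis activity below 80%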
#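 Material – log-phase Cryptococcus neoformans yeast cells · Input – 5 × 10^6 yeast cells/mL · Medium – fresh YPD growth medium · Doses – single compound concentration per well · Timing – static 4 h at 37 °C with compound, 1 h detection · Detection – adenylate kinase release luminescence · Read-out – signal increase indicating cell lysis · Control set – Clomiphene as positive lysis control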
# PglD DTNB – inhibitors of Campylobacter jejuni PglD acetyltransferase; purified PglD enzyme, DTNB colorimetric CoA detection; inhibition, % at 12.5 µM; 360,000 compounds, 0.098% hits; AID 602405; in the data active means inhibition above about 16%, passing the limit was not always enough; inconclusive means no clear call, values can overlap the other calls; further: strong numbers were not always called active
# RAD54 inh – inhibitors of human RAD54 branch migration; Q92698; RAD54 Holliday junction branch migration, FAM/BHQ fluorescence; inhibition, % at 10.4 µM; 360,000 compounds, 0.14% hits; AID 602329;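 active means mean normalized replicate activity at least 40 and at least half of replicates scoring 40 or more; inconclusive means only one of the two criteria met; inactive means mean below 40 and under half of replicates reaching 40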;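 further: 0% = median of neutral control wells and 100% = median of positive control wells; inhibitors cause a drop in the FAM fluorescence signal; in these data hits start at about 50%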
# E-sel inducer – E-selectin induction on HUVECs; 260,000 compounds, 0.37% hits; P16581; HUVEC E-selectin immunofluorescence imaging; normalized: neutral wells 0, TNF-alpha wells 100; activation, % at 7.58 µM;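 active means mean E-selectin-positive cell signal at least 10% of the positive control, reached in at least 60% of replicates, without over 20% cell loss; inconclusive means no rule given, readout overlaps actives, possibly toxicity-flagged; inactive means the rest, including those meeting only one limit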;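 further: in these data hits start at about 27%; measured in HUVEC primary endothelial cells; signal is the percent of cells scored E-selectin positive by PE staining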
# Target sequence (P16581 whole entry, looked up): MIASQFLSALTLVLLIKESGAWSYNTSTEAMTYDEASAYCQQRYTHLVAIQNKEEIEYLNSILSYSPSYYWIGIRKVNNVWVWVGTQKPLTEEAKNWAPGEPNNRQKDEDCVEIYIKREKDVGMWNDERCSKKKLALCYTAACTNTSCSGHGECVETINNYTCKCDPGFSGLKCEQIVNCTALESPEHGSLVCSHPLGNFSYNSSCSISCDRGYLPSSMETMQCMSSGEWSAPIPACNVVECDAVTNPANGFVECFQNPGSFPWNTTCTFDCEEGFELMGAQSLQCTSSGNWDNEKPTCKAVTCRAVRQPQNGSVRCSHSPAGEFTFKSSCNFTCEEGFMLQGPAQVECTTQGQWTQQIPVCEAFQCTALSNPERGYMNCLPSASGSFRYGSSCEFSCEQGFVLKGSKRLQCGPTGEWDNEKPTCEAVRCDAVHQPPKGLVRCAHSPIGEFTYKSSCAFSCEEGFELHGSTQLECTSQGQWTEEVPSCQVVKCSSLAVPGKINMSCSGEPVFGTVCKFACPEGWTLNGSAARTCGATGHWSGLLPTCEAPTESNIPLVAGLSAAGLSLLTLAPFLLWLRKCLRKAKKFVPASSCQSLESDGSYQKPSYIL
#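 Read-out: % PE-positive cells | Test system: HUVEC | Doses: One compound dose added by pin transfer | Buffer or medium: EGM-2 over gelatin coat | Signal: Immunofluorescence imaging | Benchmarks: TNF-alpha, DMSO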
# The depositor's hits bear a star; ? = inconclusive; . = no result given; [ ] = another dose, or the depositor's remark.
# Values run as follows: E-sel inducer, RAD54 inh, Cneo AK release, RAD52 inh, ERAP1 inh, PGC1a acetyl inh, miR122 inh, PglD DTNB
COc1ccc(NC(=O)N2C[C@@H](O)COC[C@@H]3O[C@@H](CC(=O)N4CCOCC4)CC[C@H]32)cc1
    0.1, 2, 56, 20, 0, -3, 1[16.7 µM], 2
OC(c1ccc(F)cc1)(C1CCCCC1)C(CN1CCOCC1)c1ccccc1 (stereo not given)
    ., 2, 7, -7, -4, -19, -6, -4
O=C(NCCc1ccc(C(F)(F)F)cc1)C1CCC(=O)N(C2CC2)C1 (stereo not given)
    0.7, -8, -1, 1, 0, ., ., -1
C[C@H]1CN([C@@H](C)CO)C(=O)c2cccc(NS(=O)(=O)c3cn(C)cn3)c2O[C@@H]1CN(C)S(=O)(=O)c1ccc(Cl)cc1
    1.5, -6, 0, -3, -2, -1, -10[16.7 µM], 2
Cc1cc(Nc2ccccc2)nn1C(=O)c1ccc(Br)cc1
    ., 10, -1, ., ., -18, 7, -4
CCC(C(=O)Nc1ccc(N2CCOCC2)c(S(=O)(=O)Nc2ccccc2OC)c1)c1ccccc1 (stereo not given)
    -0.2, ., ., -24, 2, -12, 121*, .
Cc1ccc(S(=O)(=O)Nc2ccc3c(c2)C(=O)N([C@@H](C)CO)C[C@@H](C)[C@H](CN(C)Cc2ccc(C(=O)O)cc2)O3)cc1
    -0.2, -3, 2, -2, -1, 6, 4[16.7 µM], 1
C/C=C/c1ccc2c(c1)O[C@@H](CN(C)Cc1cccnc1)[C@H](C)CN([C@@H](C)CO)S2(=O)=O
    0.0, 1, -7, -3, 0, 2, 3[16.7 µM], 3
Cc1cc(C)c(C(=O)CSc2n[nH]c(=O)n2C2CC2)cc1C
    ., -14, -3, ., ., -4, -6, -1
CC=Cc1ccc2n(c1=O)C[C@H]1[C@H](CO)[C@@H](C(=O)N3CCC(Cc4ccccc4)CC3)N(CC)[C@@H]21 (mixture of isomers)
    0.0, 7, -4, -5, -1, ., -3[16.7 µM], 0
O=C(N/N=C/c1cccc(Oc2ccccc2)c1)c1cccc(Br)c1
    ., 1, 0, -3, -3, -3, 5, -4
C/C=C/c1ccc([C@@H]2[C@H](CO)N3CCCCN(C(=O)Nc4ccccc4F)C[C@@H]23)cc1
    -0.5, 0, 0, 13, 1, 5, -28[16.7 µM], -2
O=S(=O)(c1ccccc1)N1CCNc2ccccc21
    -0.1, 5, 2, -11, 5, -19, 1, 0
Cc1nn(-c2ccc(F)cc2)c2nc(N)c(C#N)c(-c3cccs3)c12
    ., 9, 10, ., ., ., 8, -2
COC(=O)c1ccc(-n2nnnc2SCC(=O)Nc2ccccc2OC)cc1
    ., -6, 0, ., ., -6, ., -4
CCc1ccccc1NC(=O)N1CCc2ccccc21
    -0.1, ., ., -1, -2, -4, -2, .
O=C(Cc1ccccc1)N[C@@H]1C=C[C@@H](CC(=O)N2CCCCC2)O[C@@H]1CO
    -0.4, -8, 2, 5, -1, 2, ., 2
COc1ccc(Cc2nc(C(=O)NCc3ccccc3OC)cs2)cc1
    ., 9, -1, ., ., -17, 5, -12
O=C(N[C@H]1CC[C@@H](CCn2cc(C3(O)CCCC3)nn2)O[C@H]1CO)C1CCCC1
    -0.1, 1, -6, 3, 1, 3, 6[16.7 µM], 2
O=C(N/N=C/c1c[nH]c2ccc(Br)cc12)c1ccn(Cc2ccc(Cl)cc2Cl)n1
    ., 1, -2, ., ., -9, 3, 3
COCC#Cc1ccc([C@H]2[C@H](CO)N3C(=O)CN(C(=O)c4ccncc4)C[C@@H]23)cc1
    0.3, ., ., 1, 5, 3, ., .
CC(C)CSc1ncc(-c2cccc(C(F)(F)F)c2)cn1
    ., ?, 2, ., ., 0, -1, -7
COc1ccc(C(=O)N2CCN(c3cccc(Cl)c3)CC2)c(OC)c1
    ., 0, 0, ., ., -11, 4, 2
C/C(=N\NC(=O)c1cc(-c2cccc([N+](=O)[O-])c2)n[nH]1)c1ccc(F)cc1
    1.7, -1, 0, -3, 5, -3, 1, 0
CO[C@H]1CN(C)C(=O)c2cc(NC(=O)C3CCC3)ccc2OC[C@@H](C)NC[C@H]1C
    0.3, 8, 2, 4, -1, ., 4[16.7 µM], 0
COc1ccc(CN2CCC(N(CCc3ccccc3)Cc3ccccc3)CC2)c(OC)c1
    -0.1, 7, 3, 46, -1, ., -12, -4
COc1ccc(CNC(=O)CN2C(=O)COc3ccc(S(=O)(=O)N4CCCC4)cc32)cc1
    ., -4, -2, 1, -4, 5, ., 3
CCC(=O)N(C)C[C@@H]1Oc2cc(/C=C/c3ccccc3)ccc2S(=O)(=O)N([C@@H](C)CO)C[C@@H]1C
    -0.2, 3, 3, 7, -1, -1, 8[16.7 µM], -1
COC(=O)c1c(C(=O)OC)c2ccccn2c1C(=O)c1ccc([N+](=O)[O-])cc1
    0.0, -1, 0, -10, 0, -1, 0, 4
CCOC(=O)N1CCN(C(=O)CSc2nnc(Cn3c(=O)sc4ccccc43)n2C)CC1
    0.1, -10, 1, -11, 2, 2, -3, -6
CC(=O)NC[C@@H]1[C@H](c2ccc(-c3ccccc3F)cc2)[C@@H](CO)N1C(=O)C1CC1
    0.2, 5, 5, -8, 0, 8, -7[16.7 µM], -5
O=C(O)c1ccc(NC(=O)c2ccccc2Br)c(NC(=O)c2ccccc2Br)c1
    ., 0, 4, -4, 0, 5, 5, 1
CCN(CC)C(=O)c1c(Cl)nc(C)c([N+](=O)[O-])c1C
    1.5, 5, 0, ., ., ., -13, 5
CC(C(=O)NC1CCCCCC1)n1cc([N+](=O)[O-])cn1 (stereo not given)
    -0.1, 10, 2, 14, -1, -2, -2, -10
CCc1cc2c(=O)c(-c3cnn(-c4ccccc4)c3)c(C)oc2c(CN2CCCCC2)c1O
    6.1, 0, -18, ., ., ., 3, 5
CC(C)CC#Cc1cnc2c(c1)C(=O)N([C@@H](C)CO)C[C@@H](C)[C@@H](CN(C)S(=O)(=O)c1cn(C)cn1)O2
    0.6, -6, 0, -5, 3, 1, -8[16.7 µM], -3
Cc1nonc1NC(=O)CSc1nnc(-c2ccoc2C)n1-c1cccc(Cl)c1
    ., -10, -2, ., ., -14, 13, 3
O=S(=O)(Cc1nnnn1-c1ccccc1)c1ccc(F)cc1
    0.2, -1, 1, -9, -1, ., ., -2
Cc1cn([C@H]2C[C@H](O)[C@@H](CNCc3ccccc3OCCCN3CCOCC3)O2)c(=O)[nH]c1=O
    -1.9, -2, -1, -10, ., ., 5, -4
Cc1ccc(/C=N/NC(=O)c2csc(C)c2)o1
    -1.0, 0, -3, ., ., -7, 5, -1
CCN(CC)c1ccc(S(=O)(=O)N2CCOCC2)cc1NC(=O)CSC(=S)N1CCCC1
    ., -7, -4, -3, 3, 3, 30, -1
COc1cc(/C=C/C(=O)O)cc2c1OCCO2
    -0.2, ., ., -3, -1, -4, -1, .
O=C(NCc1cccc(C(F)(F)F)c1)C1CC(c2ccc(C(F)(F)F)cc2)=NO1 (stereo not given)
    -0.1, 2, 6, -2, ., ., -1, 0
Cc1cc(C)n(-c2nc3ccccc3n3nnnc23)n1
    ., 4, 1, ., ., 10, 1, 9
CCOC(=O)C1CCN(C(=O)/C=C/c2ccccc2OC)CC1
    ., 2, 0, ., ., -9, 0, 0
COc1ccc(OC)c(NC(=O)CCN2CCN(C/C=C/c3ccccc3)CC2)c1
    ., 11, 2, -2, -5, -9, -3, 3
CC(=O)NS(=O)(=O)c1ccc(NC(=O)c2ccccn2)cc1
    0.1, ., ., -7, 0, 0, 3, .
C[C@H](O)[C@@H]1C(=O)N2CCc3c([nH]c4ccccc34)[C@@H]2C[C@@H]1N(C)C(=O)c1cc(Cl)cc(Cl)c1
    0.1, 3, 5, -83, -11, -8, 4, 2
NC(=O)c1c(NC(=O)COC(=O)c2ccc(S(=O)(=O)Nc3ccccc3)cc2)sc2c1CCCC2
    6.8, ., ., -16, -5, 1, ., .
CCN1CCCC1CN=Cc1c(O)n(-c2ccccc2)c(=O)c2ccccc12 (stereo not given)
    ., 0, 0, -24, 8, 2, -2, 7
Cc1ccc(-c2ccc([C@@H]3[C@@H](CO)N4CCCCN(S(=O)(=O)c5ccccc5C)C[C@@H]34)cc2)cc1
    -0.1, -2, 0, -12, 0, -12, -12[16.7 µM], 2
CC(C)C(=O)Nc1c(-c2cccs2)c(=O)c2ccccc2n1C
    ., 5, -1, ., ., 1, -5, 2
COc1cccc(S(=O)(=O)Nc2noc3ccccc23)c1
    -0.1, 1, 1, -13, -1, 2, 17, 5
COc1cc(OC)cc(C(=O)N2CCC(C(=O)NCCc3ccccc3)CC2)c1
    ., 1, -2, -11, 1, 4, 3, 6
O=C(COC(=O)CN1C(=O)C2CC=CCC2C1=O)Nc1cccc([N+](=O)[O-])c1 (stereo not given)
    0.0, 0, 1, -88, 0, 3, -3, -3
CCOC(=O)c1c(-c2ccc(Cl)cc2)cn2ccccc12
    ., -10, -1, ., ., 11, 2, 8
CCc1nc2ccc(C(=O)Nc3cccc(C(C)=O)c3)cc2nc1CC
    ., -3, -1, ., ., 0, -4, 2
CCOC(=O)c1c(-c2ccccc2)csc1NC(=O)c1cc2ccccc2oc1=O
    ., -1, -5, -10, 1, ., -3, 6
O=C1c2ccccc2C(O)(Cc2ccccc2)N1c1ccc2c(c1)OCO2 (stereo not given)
    ., -3, -1, ., ., 3, ., 1

# Not a retest: entries from further up.
# Values run as follows: E-sel inducer, RAD54 inh, Cneo AK release, RAD52 inh, ERAP1 inh, PGC1a acetyl inh, miR122 inh, PglD DTNB
COc1ccc(NC(=O)N2C[C@@H](O)COC[C@@H]3O[C@@H](CC(=O)N4CCOCC4)CC[C@H]32)cc1
    0.1, 2, 56, 20, 0, -3, 1[16.7 µM], 2
OC(c1ccc(F)cc1)(C1CCCCC1)C(CN1CCOCC1)c1ccccc1 (stereo not given)
    ., 2, 7, -7, -4, -19, -6, -4
O=C(NCCc1ccc(C(F)(F)F)cc1)C1CCC(=O)N(C2CC2)C1 (stereo not given)
    0.7, -8, -1, 1, 0, ., ., -1
C[C@H]1CN([C@@H](C)CO)C(=O)c2cccc(NS(=O)(=O)c3cn(C)cn3)c2O[C@@H]1CN(C)S(=O)(=O)c1ccc(Cl)cc1
    1.5, -6, 0, -3, -2, -1, -10[16.7 µM], 2
Cc1cc(Nc2ccccc2)nn1C(=O)c1ccc(Br)cc1
    ., 10, -1, ., ., -18, 7, -4
CCC(C(=O)Nc1ccc(N2CCOCC2)c(S(=O)(=O)Nc2ccccc2OC)c1)c1ccccc1 (stereo not given)
    -0.2, ., ., -24, 2, -12, 121*, .
Cc1ccc(S(=O)(=O)Nc2ccc3c(c2)C(=O)N([C@@H](C)CO)C[C@@H](C)[C@H](CN(C)Cc2ccc(C(=O)O)cc2)O3)cc1
    -0.2, -3, 2, -2, -1, 6, 4[16.7 µM], 1

# Individual results from the list.
# Cneo AK release with Cc1cc(C)n(-c2nc3ccccc3n3nnnc23)n1 → 1
# miR122 inh with COc1cc(/C=C/C(=O)O)cc2c1OCCO2 → -1
